# High-throughput results: PubChem BioAssay, National Center for Advancing Translational Sciences (NCATS)
# RGS12 GoLoco inh = inhibitors of human Gai1-RGS12 GoLoco interaction (red fluorophore); AID 880; Potency, µM (titrated, usually from 61.6 µM), for the others: at the top dose activity, negative = inhibition, usual class: inhibitors; Gai1:RGS12 GoLoco peptide FP, rhodamine, 10 min; P63096; 230,000 tested, 0.44% active; active = well fitted inhibition curve with a large enough effect, not every such curve was filed as active; inactive = no such curve, though single readings can be large or run the other way; also: % is scaled to controls: 0 for no effect and ±100 for the full control effect; nearly all actives have a fitted effect of over 30% in size; many of its hits are not listed in these tables
# Target sequence (P63096 whole entry, looked up): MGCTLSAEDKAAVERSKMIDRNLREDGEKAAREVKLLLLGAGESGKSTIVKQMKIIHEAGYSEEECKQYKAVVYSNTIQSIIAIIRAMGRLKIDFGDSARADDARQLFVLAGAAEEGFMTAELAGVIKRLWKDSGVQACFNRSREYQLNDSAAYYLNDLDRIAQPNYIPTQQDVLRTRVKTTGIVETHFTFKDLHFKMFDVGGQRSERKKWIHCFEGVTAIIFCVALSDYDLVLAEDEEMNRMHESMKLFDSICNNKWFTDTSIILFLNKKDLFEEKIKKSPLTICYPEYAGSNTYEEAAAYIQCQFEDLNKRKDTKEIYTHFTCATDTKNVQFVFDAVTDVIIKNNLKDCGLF
# GAA inh = inhibitors of human lysosomal alpha-glucosidase | Potency, µM (series often up to 76.9 µM), for the others: top-dose activity change, negative = inhibition, actives largely listed as inhibitors | 200,000 tested, 0.005% active | purified human GAA, 4-MU-alpha-glucoside fluorescence | P10253 | AID 1466;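 also: plate controls were uninhibited enzyme wells for no effect and no-enzyme background for full effect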
#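 Human alpha-glucosidase, 4 nM, pre-mixed with test compounds before 400 uM 4-methylumbelliferyl substrate; 20 min room temperature at pH 5.0. Fluorescence read after pH 10 stop; AC50 values from Hill-equation fits.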
# GAA glycogen mod = GAA glycogen-cleavage inhibition or activation; 300,000 tested, 0.38% active; Potency, µM (highest dose often 76.4 µM), for the others: at the highest dose activity change, negative = inhibition, hits mostly inhibitors; recombinant GAA, glycogen substrate, Amplex Red glucose oxidase fluorescence;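 also: 0% = full enzyme reaction and -100% = no-enzyme basal signal; the screen sought inhibitors and activators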
#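 Recombinant enzyme (4 nM final) with compounds titrated up to 77 uM and bovine liver glycogen (30 ug) in citrate pH 5.0, 0.01% Tween-20, 37 C 40 min. Released glucose detected by Amplex Red/glucose oxidase (Ex 573/Em 610); AC50 from Hill fits.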
# aGal spleen mod = inhibitors or activators of human alpha-galactosidase in spleen homogenate | P06280 | 240,000 tested, 0.008% active | Potency, µM (doses to about 80 µM), for inactives: at the top dose activity change, negative = inhibition, actives largely listed as inhibitors | human spleen homogenate, 4MU-alpha-Gal fluorescence, 40 min;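 also: 0% = enzyme with vehicle and -100% = no enzyme basal signal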
#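 Fluorogenic readout (Ex 365/Em 440 nm) of 4-methylumbelliferone released from 1 mM 4-MU-alpha-galactoside by spleen homogenate, 40 min at 37C, pH 5.0. Data normalized to no-enzyme and enzyme controls; Hill-equation AC50 from compound titrations.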
# aGlu spleen mod = inhibitors or activators of human alpha-glucosidase in spleen homogenate; P10253; human spleen homogenate, 4-MU-alpha-glucoside fluorescence; Potency, µM (top dose mostly 79.9 µM), inactives show at the highest dose activity change, negative = inhibition, most hits filed as inhibitors; 240,000 tested, 0.006% active; AID 2112;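 also: 0% = enzyme with vehicle and -100% = no enzyme basal signal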
#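 Compounds were titrated against alpha-glucosidase in spleen homogenate at pH 5.0, with 1 mM 4-methylumbelliferyl substrate for 40 min at 37 C. Reactions were quenched with pH 10 NaOH/glycine and fluorescence measured.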
# SMN2 splice enh = SMN2 splice variant enhancement; HEK293 SMN2-luciferase splicing reporter, luminescence, 30-36 h; Potency, µM (series often up to 46.1 µM), for the others: at the highest dose activity change, positive = activation, actives largely listed as activators; 210,000 tested, 2.8% active; also: % of control where 0% means no effect; nearly all actives have a fitted effect of over 55% in size
#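 qHTS luciferase splicing reporter: luminescence rises when SMN2 exon 7 is included in transfected HEK293 cells. Compound exposure lasted 30-36 h at 37C, with 4.5 mM final sodium butyrate as control, followed by a ONE-Glo read.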
# JMJD2E inh = blocks human JMJD2E demethylase activity | B2RXH2 | JMJD2E catalytic domain, FDH-coupled NADH fluorescence (FDH is formaldehyde dehydrogenase) | Potency, µM (highest dose often 57.1 µM), inactives show at the highest dose activity change, negative = inhibition, usual class: inhibitors | 230,000 tested, 1.6% active | AID 2147; active = well fitted inhibition curve with a large enough effect, not every such curve was filed as active; inconclusive = small, poorly fitted or top-dose-only effect, or another doubt; inactive = no such curve, though single readings can be large or run the other way;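 also: 0% = wells with enzyme and -100% = buffer wells without enzyme; nearly all actives have a fitted effect of over 50% in size; many of its hits are not listed in these tables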
# ALDH1A1 block = blocks purified human ALDH1A1 activity | Potency, µM (highest dose often 75.3 µM), for the others: at the top dose activity, negative = inhibition, actives largely listed as inhibitors | P00352 | Purified ALDH1A1, NADH fluorescence, propionaldehyde substrate | 220,000 tested, 7.3% active; active = well fitted inhibition curve with a large enough effect, not every such curve was filed as active; inconclusive = small, poorly fitted or top-dose-only effect, or another doubt; inactive = no such curve, though single readings can be large or run the other way;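 also: plate controls were no enzyme wells and a reference inhibitor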
# Target sequence (P00352 whole entry, looked up): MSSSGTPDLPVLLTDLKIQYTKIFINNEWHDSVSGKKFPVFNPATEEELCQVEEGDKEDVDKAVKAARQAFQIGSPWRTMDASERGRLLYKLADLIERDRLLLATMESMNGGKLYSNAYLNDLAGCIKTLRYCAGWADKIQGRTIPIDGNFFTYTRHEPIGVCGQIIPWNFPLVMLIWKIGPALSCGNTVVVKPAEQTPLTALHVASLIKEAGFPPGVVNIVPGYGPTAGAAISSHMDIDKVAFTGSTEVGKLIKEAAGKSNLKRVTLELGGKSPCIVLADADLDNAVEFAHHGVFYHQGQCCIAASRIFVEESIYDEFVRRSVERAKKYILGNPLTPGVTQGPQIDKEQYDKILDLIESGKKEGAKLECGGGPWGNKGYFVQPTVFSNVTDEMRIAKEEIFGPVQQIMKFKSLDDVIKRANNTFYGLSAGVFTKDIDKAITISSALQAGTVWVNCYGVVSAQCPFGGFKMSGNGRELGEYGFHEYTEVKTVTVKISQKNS
# The depositor's hits bear a star; ? = inconclusive; nt = no result given; [ ] = dose if it differs, or a comment. Unless noted, calls follow the shape of the dose curve; as a rule, active = well fitted curve in the direction sought with a large enough effect; inconclusive = small, poorly fitted or top-dose-only effect, or another doubt; inactive = no such curve, though single readings can be large; an effect the other way counts as inactive or inconclusive. Potency is read from the fitted curve at half-maximal effect.
# The first 3 entries as a preview:
SMILES,RGS12 GoLoco inh,GAA inh,GAA glycogen mod,aGal spleen mod,aGlu spleen mod,SMN2 splice enh,JMJD2E inh,ALDH1A1 block
O=C(CCC(=O)N(c1ccc(F)cc1)C(C(=O)NC1CCCC1)c1ccncc1)Nc1cccnc1 (stereo not given),3%,-6%,2%,-5%,1%,4%,7%,3%
CC(=O)c1ccc2c(c1)C1C=CCC1C(c1ccc(S(=O)(=O)N3CCOCC3)cc1)N2 (stereo not given),15%,-14%,?,1%,-18%,?,-20%,25µM*
O=C(O)CCn1c(=S)n(CCC(=O)O)c2ccccc21,7%,9%[15.4 µM],2%,3%,5%,nt,3%,nt

# The list itself, from the first entry:
SMILES,RGS12 GoLoco inh,GAA inh,GAA glycogen mod,aGal spleen mod,aGlu spleen mod,SMN2 splice enh,JMJD2E inh,ALDH1A1 block
O=C(CCC(=O)N(c1ccc(F)cc1)C(C(=O)NC1CCCC1)c1ccncc1)Nc1cccnc1 (stereo not given),3%,-6%,2%,-5%,1%,4%,7%,3%
CC(=O)c1ccc2c(c1)C1C=CCC1C(c1ccc(S(=O)(=O)N3CCOCC3)cc1)N2 (stereo not given),15%,-14%,?,1%,-18%,?,-20%,25µM*
O=C(O)CCn1c(=S)n(CCC(=O)O)c2ccccc21,7%,9%[15.4 µM],2%,3%,5%,nt,3%,nt
CC(C(=O)NC(=O)NC1CCCCC1)N1CCN(C(c2ccccc2)c2ccccc2)CC1 (stereo not given),3%,?,2%,4%,5%,-5%,-3%,2%
CCOC(=O)c1c(C)c(C(=O)Nc2ccc(F)cc2)c(C)n1C,-6%,0%,-11%,-17%,-2%,-9%,4%,-1%
CCOC(=O)c1sc2nc(CC(=O)OC)nc(N3CCN(c4ccc(OC)cc4)CC3)c2c1C,16%,-10%,-11%,4%,3%,-39%[inhibitor],-5%,0.1µM*
CC1CN(C(=O)c2ccc(C(=O)c3ccccc3)cc2)CC(C)O1 (stereo not given),1%,-3%,6%,-6%,-9%,-1%,-6%,?
CCN(CCCNC(=O)c1c(C)cc(=O)oc1C)c1ccccc1,1%,-2%,9%,0%,1%,4%,8%,7.9µM*
O=C(OCC(=O)N1CCN(C(=O)c2ccco2)CC1)c1cc(-c2ccc(Cl)c(Cl)c2Cl)nc2ccccc12,19%,-1%,4%,-2%,-7%,-9%,?,?
COCCN1Cc2cccc(C(=O)Nc3ccc(C)c(C)c3)c2C1=O,12%,-13%,-6%,3%,6%,-1%,4%,?
CCOC(=O)C1=C(CSc2nc(-c3ccccc3)ccc2C#N)OC(N)=C(C#N)C1c1cccnc1 (stereo not given),73%[activator],?,-3%,-4%,-7%,0%,-9%,?
CC(=O)N1CCN(C2=NC(=O)/C(=C\c3cccs3)S2)CC1,0%,13%,-1%,-12%,-10%,nt,1%,-7%
Cc1cc(C)n(Cc2ccc(NC(=O)c3c([N+](=O)[O-])c(C)nn3C)cc2)n1,-12%,?,13%,9%,13%,7%,-20%,?
CSC1=N/C(=C\c2ccccc2)C(=O)N1C,-30%,4%,2%,15%,-15%,6%,-5%,9%
CCOC(=O)c1ccc(NC(=O)c2nc[nH]c2C(=O)N[C@@H](CC(C)C)C(=O)OC(C)(C)C)cc1,1%,nt,-9%,6%,-1%,nt,?,nt
COc1cccc(CCc2ccccc2OCC[C@@H]2C[C@@H](O)CN2C)c1,-6%,nt,nt,-6%,-15%,-38%[inhibitor],-7%,-2%
Cn1cccc1/C=C1\SC(=S)N(NC(=O)c2ccccc2O)C1=O,12%,nt,-9%,0%,-2%,nt,-8%,nt
O=C(NC1CC1)C1=C[C@H](c2c[nH]c3ccccc23)C[C@H](OCCCCO)O1,0%,nt,-3%,-2%,-8%,nt,?,nt
O=C(COC(=O)c1cc([N+](=O)[O-])ccc1NCc1ccccc1)NCc1ccccc1Cl,6%,-3%,9%,-2%,-1%,-11%,-12%,-10%
N#CCCn1c(=O)c(-c2ccc(F)cc2)nc2cnc(Oc3ccccc3)nc21,4%,nt,nt,1%,-7%,-12%,nt,?
Cc1ccc(Cn2nc(C)c(NC(=O)CSc3nc4c(c(C(F)(F)F)n3)CCc3ccccc3-4)c2C)cc1,5%,-9%,8%,-3%,-3%,2%,0%,2%
CN(C)CCCNC(NC(=O)c1cccs1)C(Cl)(Cl)Cl (stereo not given),1%,-8%,10%,1%,-4%,-6%,26%,6%
O=C(Cc1ccc(Cl)cc1)c1c[nH]c(C(=O)NCc2cccnc2)c1,12%,0%,-2%,-2%,1%,-5%,2%,-6%
O=C1c2ccccc2C(Nc2ccc(Cl)cn2)N1c1ccccn1 (stereo not given),16%,?,1%,-1%,-6%,6%,11%,?
COc1ccc(CN2CCCCC2C)cc1C (stereo not given),4%,-1%,2%,-3%,-3%,-39%[inhibitor],3%,4%
# (list continues)
SMILES,RGS12 GoLoco inh,GAA inh,GAA glycogen mod,aGal spleen mod,aGlu spleen mod,SMN2 splice enh,JMJD2E inh,ALDH1A1 block
CCOC(=O)c1ccc(NC(=O)NCc2ccccc2)cc1,7%,0%,-10%,2%,-16%,3%,0%,3%
CCc1ccc(NC(=O)C2CC(=O)N=C(N)S2)cc1 (stereo not given),4%,0%,-14%,4%,4%,6%,9%,-6%
N#CC1=C(N)C(C#N)(C#N)[C@H](c2ccncc2)[C@H]2CC3(CC=C12)OCCO3,nt,4%,-22%,0%,-5%,nt,8%,?
O=C1c2ccccc2OC2(C=Cc3ccccc3O2)N1Cc1ccccc1 (stereo not given),6%,1%,-3%,8%,6%,-18%,0%,1%
CCOC(=O)c1c(C)n(C)c2ccc(OC(=O)c3ccc(N4C(=O)CCC4=O)cc3)cc12,-3%,-11%,6%,0%,-6%,-9%,-3%,-11%
CCc1ccc2c(c1)C1(C(=O)N2)N2CCCC2C(C(=O)c2ccc3ccccc3c2)C12C(=O)Nc1ccccc12 (stereo not given),13%,?,9%,-1%,1%,-6%,?,-4%
CCN(CC)c1ccc(N2C(=O)/C(=C/c3cccs3)SC2=S)cc1,-13%,1%,-24%,-9%,-10%,-6%,3%,?
Cc1nn(C(C)C(=O)NCCCc2ccccc2)c(=O)c2cc3occc3n12 (stereo not given),-2%,-1%,-17%,-7%,4%,13%,1%,?
CC(C)(C)C(=O)Nc1ccccc1C(=O)OCC(=O)c1ccc2c(c1)OCCO2,0%,5%,-1%,11%,6%,-29%,1%,?
Cc1ccccc1-c1nnn(CC(=O)Nc2cccc(S(N)(=O)=O)c2)n1,-3%,1%,-6%,-6%,-2%,-3%,-2%,14%
COc1ccc([N+](=O)[O-])cc1NC(=S)NC(NC(=O)Cc1ccc(OC)c(OC)c1)C(Cl)(Cl)Cl (stereo not given),2%,3%,3%,5%,1%,-14%,?,-1%
C=CCn1c(SCC(=O)c2c(N)n(CCC)c(=O)n(C)c2=O)nc2sc(CC)cc2c1=O,2%,4%,12%,-1%,-12%,-30%,-4%,0%
COC(=O)c1c(NC(=O)CC2SC(N)=NC2=O)sc2c1CCCC2 (stereo not given),7%,1%,0%,0%,-3%,-9%,0%,25µM*
CCCCc1cc(=O)oc2cc(O)ccc12,-5%,?,-7%,15%,-2%,1%,-3%,?
COC(=O)c1ccc(COC(=O)c2ccc(CO)cc2)o1,-17%,8%,0%,-10%,6%,?,-7%,-14%
Cc1cccn2c(=O)c3cc(C(=O)NCc4cccnc4)c(=N)n(C(C)C)c3nc12,1%,?,-9%,?,12%,5%,?,?
COc1cccc(/C=N/NC(=O)c2[nH]c(C)c(C(=O)N/N=C/c3cccc(OC)c3)c2C)c1,18%,4%,-7%,2%,-3%,-28%,10%,0%
COCCNC(=S)N/N=C/c1ccc([N+](=O)[O-])cc1,11%,nt,2%,-5%,-21%,nt,-1%,nt
COCCCNC(=S)Nc1ccc(OC(F)F)cc1C,12%,-4%,-5%,7%,1%,12%,4%,2%
O=C(C1COc2ccccc2O1)N1CCN(c2ccc(F)cc2)CC1 (stereo not given),6%,-14%,-14%,14%,8%,3%,7%,1%
S=C1N(c2ccccc2)C(c2cccc3ccccc23)N2CCCN12 (stereo not given),11%,4%,6%,2%,-5%,-11%,-3%,7%
Cc1cccc(-c2nnc(SCC#N)n2C)c1,9%,?,-7%,1%,-8%,2%,-16%,15%
CCOC(=O)NC(=O)CSc1nc2ccccc2[nH]1,11%,-4%,14%,-4%,4%,-5%,-14%,-4%
CN(C)c1nnnn1Cc1ccc(Cl)cc1Cl,-3%,-4%,-10%,-5%,1%,-6%,5%,11%
Cn1c(O)c(/C=C2\C=NN=C2c2ccccc2)sc1=S,5%,-7%,7%,1%,-3%,nt,-11%,2%
# Carrying on:
SMILES,RGS12 GoLoco inh,GAA inh,GAA glycogen mod,aGal spleen mod,aGlu spleen mod,SMN2 splice enh,JMJD2E inh,ALDH1A1 block
Cc1cc(C)nc(SCC(=O)Nc2ccc(S(=O)(=O)Nc3onc(C)c3C)cc2)n1,3%,2%[15.4 µM],-5%,0%,-2%,-4%,-4%,26%
COc1ccc(NC(=S)NCc2cccn2C)cc1,8%,7%,?,-6%,1%,17%,0%,?
O=C(O)CCCn1cc(NC(=O)COc2cc(F)ccc2[N+](=O)[O-])cn1,-9%,-5%,1%,4%,4%,9%,-11%,2%
O=C(CSc1nnc(-c2ccco2)o1)c1ccc([N+](=O)[O-])cc1,12%,nt,2%,-1%,6%,nt,?,nt
CC(=O)Nc1ccc(S(=O)(=O)NNC(=O)c2sc(=S)n(C)c2C)cc1,7%,-6%,?,-1%,-6%,-9%,2%,?
COC(=O)Cn1c(CCS(=O)(=O)c2ccc(C)c(C)c2)nc2ccccc21,-1%,-5%,2%,-17%,-5%,-11%,-7%,3%
CCCCN(Cc1ccccc1)C(=O)CCN1C(=O)C2C3C=CC(C3)C2C1=O (stereo not given),-4%,0%,4%,3%,-1%,-26%,8%,2.2µM*
O=c1nc(N/N=C/c2ccco2)cn[nH]1,1%,-2%,-9%,-8%,-1%,8%,-12%,?
Cc1nc(/C(N)=N/OC(=O)c2ccc(Cl)cc2)c(C(F)(F)F)o1,-5%,-11%,2%,8%,-21%,nt,4%,19%
CCn1c(-c2nn(C)cc2Cl)n[nH]c1=S,6%,1%,1%,-2%,-7%,13%,3%,-4%
OC(CN1CCCCC1)Cn1c(C(F)(F)F)nc2ccccc21 (stereo not given),-4%,-2%,5%,-13%,0%,-29%,-3%,-5%

# The list is partial (hit frequency here may not be typical).
